NSD2 HMT inh – NSD2 histone methyltransferase inhibitors, primary screen, biochemical, AlphaScreen, single concentration, set 2; Histone-lysine N-methyltransferase NSD2 (Homo sapiens), O96028; NSD2 peptide methylation, 120 min; inhibition, % at 12.5 µM; 0.54% of 310,000 active; in the data active means inhibition above about 50%
CAL PDZ FP-1 – CAL PDZ peptide-binding inhibitors, primary screen, biochemical, fluorescence polarization, Cer-tagged CAL PDZ, HTS; 0.02% of 330,000 active; purified CAL PDZ, TMR-peptide fluorescence polarization, 1 h; AID 504414, 2011; inhibition, % at 20 µM;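 active means highest replicate inhibition of at least 40%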;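 further: plate controls were DMSO neutral control wells for no effect and unlabeled competitor peptide control wells for full effect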
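Test system: purified CerCALP PDZ construct; Compound dosing: one concentration, 20 µM compound; Also added: TMR-labelled reporter peptide T*-PRC34 bound in PDZ groove; Read-out: inhibition from polarization loss; Controls: unlabelled peptide and DMSO controls; Signal: FP readout, S and P plane fluorescence; Incubation: 1 h at RT.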
Arrestin-AP2 inh – inhibitors of beta-arrestin/AP2 binding, primary screen, biochemical, GPCR trafficking, flow cytometry; beta-arrestin 1 C-terminal peptide binding to AP2 beta2-adaptin appendage (human); AID 504490, 2011; FITC-arrestin peptide / GST-AP2 beads; AP2 beta2 appendage carries R879A mutation; 0.31% of 340,000 active; inhibition, % at 10 µM;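 active means inhibition above a set limit, near 3 SD of compounds lacking own fluorescence, cut at about 54% in these data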;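 further: plate controls were DMSO wells for no effect and 5 µM unlabelled arrestin peptide for full effect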
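Test system: GST-tagged AP2 beta2-adaptin appendage (R879A) on 4 µm glutathione beads; also added: fluorescein-tagged arrestin peptide at 50 nM final; timing: 12 min plus 1 h, RT; signal: flow cytometry, FL1 (488/535 nm); read-out: percent drop in bead-associated FITC signal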
Pemphigus Ab inh – inhibitors of pemphigus antibody binding to DSG3, primary screen, biochemical, bead-based, flow cytometry, scFv-GFP | binding (percent of control), % at 10 µM | Desmoglein-3 (Homo sapiens), P32926 | DSG3-coupled beads, scFv-anti-DSG3-GFP binding; hits give low values | 0.48% of 310,000 active;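 active means binding more than 3 SD below its plate's average and above zero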;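 further: hits lower antibody fragment binding to DSG3; some compounds called inactive have numbers as strong as hits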
Keap1-Nrf2 PPI – Keap1-Nrf2 protein-protein interaction inhibitors, primary screen, biochemical, fluorescence polarization, single point; Kelch-like ECH-associated protein 1 (Homo sapiens), Q14145; Keap1 Kelch-Nrf2 peptide fluorescence polarization, 1536-well; inhibition, % at 9.4 µM; 0.15% of 340,000 active; in the data active means inhibition above about 12%;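 further: human Keap1 Kelch domain with fluorescein labeled Nrf2 9mer peptide probe; 0% = neutral control wells and 100% = peptide positive control; higher means more block of Keap1 binding to Nrf2 peptide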
C-LANA FP – inhibitors of KSHV C-LANA binding to DNA, primary screen, biochemical, fluorescence polarization, FAM-LBS DNA, MBP-C-LANA, single point. Kaposi's sarcoma herpesvirus LANA C-terminal domain (residues 932-1162) DNA binding. inhibition, % at 9 µM. 0.078% of 340,000 active;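 active means highest replicate inhibition at or above 60% at 9 µM, even if other replicates fall short; inactive means all replicates below 60% inhibition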;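 further: 0% = neutral control wells and 100% = 4 µM acridine orange control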
RTF Ca sens inh – cardiac RTF calcium sensitivity inhibitors, primary screen, biochemical, IANBD-TnC fluorescence, EC70 calcium; Troponin I, cardiac muscle (Homo sapiens) + Troponin T, cardiac muscle (Homo sapiens) + …; IANBD-labeled cardiac RTF, Ca2+ fluorescence; inhibition, % at 7.15 µM; AID 493244, 2011; 0.12% of 340,000 active;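 active means inhibition above the mean inhibition of all tested compounds plus 3 SD, cut at about 17% in these data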;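 further: assay run at fixed EC70 calcium of 1.6 mM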
V-ATPase pH – regulators of yeast V-ATPase proton pumping, primary screen, pHLuorin cytosolic pH fluorescence; S. cerevisiae; response, % at 10 µM; 0.37% of 350,000 active; in the data active means response mostly above about 7.3%, no sharp cut-off; inactive means mostly below about 5.4%; further: actives read high; inactives centre near 0; some compounds called inactive have numbers as strong as hits
DAGLB inh – DAGLB lipase inhibitors, primary screen, biochemical, fluorescence, HTS; Diacylglycerol lipase-beta (Homo sapiens), Q8NCG7; 0.059% of 340,000 active; HEK293T DAGLB membrane lysate, EnzChek fluorogenic substrate; inhibition, % at 5.17 µM; in the data active means inhibition above about 34%;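 further: 0% = enzyme with vehicle and 100% = wells lacking enzyme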
CAL PDZ FP-2 – untagged CAL PDZ binding inhibitors, primary screen, biochemical, fluorescence polarization, HTS. Golgi-associated PDZ and coiled-coil motif-containing protein (Homo sapiens), Q9HD26. purified CAL PDZ, TMR-peptide fluorescence polarization, 1 h. inhibition, % at 24.9 µM. 0.92% of 300,000 active. AID 602252, 2012;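 active means mean inhibition of at least 30% with at least half of replicates also reaching 30%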;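 further: 0% = DMSO neutral control and 100% = excess unlabeled competitor peptide PRC23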
An asterisk follows results filed as active; . = not tested or not shown. These rows are one share of the data (hit frequency here may not be typical).

SMILES	NSD2 HMT inh	CAL PDZ FP-1	Arrestin-AP2 inh	Pemphigus Ab inh	Keap1-Nrf2 PPI	C-LANA FP	RTF Ca sens inh	V-ATPase pH	DAGLB inh	CAL PDZ FP-2
CC(C)CNC(=S)N1CCC(C(=O)c2ccc(F)cc2)CC1	-3	.	-16	108	-6	4.4	-4	5	1	-4
NS(=O)(=O)c1ccc(CCNS(=O)(=O)c2ccc3c(c2)NC(=O)CO3)cc1	-4	-2.4	0	108	-1	0.4	-2	9.4*	0	-3
CCOC(=O)c1c(C)n(-c2ccc(OC)cc2)c2ccc(O)c(CN(C)C)c12	5	-3.2	1	93	5	-2.9	0	8	0	-4
CN(C)S(=O)(=O)N1CCC(Oc2cccc(C(=O)NCCCC3CCCC3)c2)CC1	-5	-2.9	-2	69	-3	0.2	-4	0	-1	-1
c1ccc(-c2nnc(SCc3ccncc3)o2)cc1	-3	.	.	98	.	.	.	0	-3	.
Cc1cccn2c(=O)c(C=NCc3ccco3)c(Nc3ccc(SC(F)F)cc3)nc12	-1	-3.8	0	.	-6	0.8	-7	-2	0	-2
COc1ccc(N2CCN(Cc3nc4c(c(=O)[nH]c(=O)n4C)n3CC(C)=O)CC2)cc1	.	-0.2	9	100	-4	-1.0	-3	5	0	-2
COc1cc(/C=C(/C(=O)c2cccs2)c2nc3ccccc3[nH]2)cc(OC)c1O	.	0.9	15	94	-12	-2.1	2	0	3	-1
Cc1ccccc1-n1c(SCc2cccc(F)c2)nc2[nH]ncc2c1=O	-1	-1.1	-7	101	-1	6.5	2	1	-4	2
CCNC(=O)CNC(=O)c1nn(Cc2ccccc2)c(=O)c2ccccc12	-4	-3.5	23	.	3	1.2	11	7	-1	-5
O=C(NC1CCc2ccccc21)C12CN(Cc3ccccc3)CC1C(c1cccc([N+](=O)[O-])c1)=NO2 (stereo not given)	.	-1.0	6	103	1	0.0	-7	-1	-8	-13
O=C(Nc1ccc(N2CCOCC2)cc1)c1cccc(S(=O)(=O)N2CCC(Cc3ccccc3)CC2)c1	-1	-0.5	5	.	0	0.5	-2	0	2	.
COc1ccc(C2=NOC(C(=O)Nc3cccc(O)c3)C2)cc1 (stereo not given)	1	-0.6	2	82*	4	-0.2	3	-4	-1	-3
CC(OC(=O)CNC(=O)C12CC3CC(CC(C3)C1)C2)C(=O)Nc1ccc(N2CCOCC2)cc1 (stereo not given)	1	-0.5	7	98	-1	-0.5	1	-8	3	1
O=C(Nc1ccncc1NC(=O)c1cccc([N+](=O)[O-])c1)c1cccc([N+](=O)[O-])c1	-1	0.2	5	99	-1	-5.7	-4	3	-4	-2
CCSc1nnc(NC(=O)C(CC)(C(F)(F)F)C(F)(F)F)s1	-6	-0.3	0	107	-3	-0.9	-15	4	4	-2
CC(=O)Nc1ccc(-c2csc(NC(=O)CC(NC(C)=O)c3ccccc3)n2)cc1 (stereo not given)	-1	-1.8	23	105	2	-1.1	-13	-1	-3	2
CCCNC(=O)CC1C(=O)N(Cc2ccccc2)C(C)c2nc3ccccc3n21 (stereo not given)	0	-0.8	-12	.	0	1.9	-5	-5	0	-4
Cc1noc(C)c1COC(=O)c1ccc2c(c1)S(=O)(=O)c1ccccc1C2=O	-2	-3.3	-3	100	-6	0.1	5	3	3	-2
COc1ccc(C/C(C)=N\NC(=O)c2c[nH]c3ccccc23)cc1OC	3	-0.1	29	111	-4	-1.2	3	-2	-5	7
COc1cccc(NC(=O)c2ccccc2N2C(=O)C3C4C=CC(C5CC45)C3C2=O)c1 (stereo not given)	-2	-2.9	1	104	-5	-0.4	-5	-5	-6	-3
NS(=O)(=O)c1ccc(-c2ccc(C=C3C(=O)c4ccccc4C3=O)o2)cc1	.	0.8	6	92	-8	-0.4	-7	-4	-1	-1
CC(=O)Oc1ccc2c(C)cc(=O)[nH]c2c1	2	0.2	27	101	-1	0.1	0	0	-3	0
CCOc1ccccc1N1C(=O)CC(Sc2ccccc2N)C1=O (stereo not given)	0	.	.	103	.	.	.	-1	-4	.
O=S(=O)(Nc1cccc(CCc2ccccn2)c1)c1ccc2ccccc2c1	15	-1.5	4	106	-2	-1.8	5	2	-1	-2
CCC(CC)C(=O)Nc1cc([N+](=O)[O-])ccc1Cl	-2	0.1	-1	100	-3	-2.4	-2	2	-1	-1
C=CCn1ccc2c([N+](=O)[O-])cccc2c1=O	-1	-2.4	1	102	-2	1.5	8	-3	-1	-5
CCOC(=O)N1CCN(C(=O)c2cc3c(ccc4ccccc43)oc2=O)CC1	-8	.	20	100	-2	-0.9	-12	0	-1	-5
CCOC(=O)c1c(C(F)(F)C(F)(F)C(F)(F)C(F)(F)F)n[nH]c1C	.	-0.4	2	97	3	1.6	-3	1	-7	-9
Cc1cc2c(cc3c(=O)n(CC(=O)NCCCN4CC(C)CC(C)C4)ncn32)s1 (stereo not given)	8	-0.4	19	.	1	-0.2	-7	-1	4	-3
COc1ccc(S(=O)(=O)N2CCOCC2)cc1NC(=O)COC(=O)c1ccc(C)s1	-3	-2.4	-4	104	-4	-0.7	-11	0	-2	-3
CC1CCN(CC(=O)Nc2ccc(C(=O)N3CCCCC3)cc2)CC1	-1	-3.2	8	88	-2	1.4	-7	2	-5	-5
Cc1c(-c2ccccn2)c(=O)[nH]n1-c1ccc(F)cc1	1	0.2	2	112	-6	-0.7	-5	1	-1	-4
C[C@H](NC(=O)c1cccc([N+](=O)[O-])c1)C(=O)OCC(=O)c1ccccc1Br	27	0.6	-3	105	-3	0.4	-6	-2	-5	-5
CCS(=O)(=O)Nc1ccc(C2=NN(C(C)=O)C(c3cccs3)C2)cc1 (stereo not given)	2	-3.3	3	90	1	-0.9	7	-3	1	-6
Brc1cnc2nc[nH]c2c1	.	-1.4	25	110	1	5.0	-8	-3	-1	.
CN(C)CCCNS(=O)(=O)c1ccc(N2CCN(Cc3ccc4c(c3)OCO4)CC2)c([N+](=O)[O-])c1	25	-3.0	25	.	3	1.0	8	2	-1	-4
COc1ccc(NC(=O)CN(C)C(=O)c2cn(-c3ccccc3)nc2-c2ccc(Cl)cc2)cc1	-1	-3.6	0	102	1	-0.7	-6	0	1	-5
O=C(COc1ccccc1)N1CCN(C(=O)c2ccco2)CC1	-3	-1.7	-23	122	-6	0.7	-3	0	-1	-4
CCN(C(=O)CCNC(=O)Cn1cnc2ccccc2c1=O)c1ccccc1F	0	-1.0	12	.	0	-1.5	-2	-1	-2	.
CC1=C(C(N)=O)C(c2ccccc2[N+](=O)[O-])n2ncnc2N1 (stereo not given)	-2	-1.4	6	95	-1	-1.6	-1	5	-3	-3
Cc1cc(-c2ccc(N3CCOCC3)cc2)nc2ccccc12	-15	0.9	-4	.	1	3.3	-5	-1	1	-5
CC(Oc1ccc(C#N)cc1)C(=O)NC1CCCC1 (stereo not given)	-1	0.1	8	100	-3	0.9	-13	-4	0	.
CCOC(=O)c1c(C)n(OCc2ccccc2)c2ccc3c(no[n+]3[O-])c12	0	-2.2	8	103	-2	-0.2	7	2	0	-2
COc1ccc(C(=O)c2nccc3cc(OC)c(OC)cc23)cc1OC	90*	-0.4	1	109	0	-2.5	-1	-3	-3	-4
O=C(N/N=C/c1coc2ccccc2c1=O)c1cc(Br)c(O)c(Br)c1	4	-3.9	-16	.	-1	-3.1	1	3	5	-1
Cn1c(CN2CCCCC2)c(C#N)c2ccccc21	-2	-0.3	-4	98	-5	-0.8	-1	-2	-3	.
Cc1ccc(S(=O)(=O)N[C@@H](Cc2ccccc2)C(=O)CCl)cc1	.	-1.3	-7	104	-29	-6.2	-17	-4	6	-4
COc1ccc(C(=O)/C=C/Nc2ccc(NC(C)=O)cc2)cc1OC	-1	.	-4	103	-7	2.7	-3	1	2	-6
O=C(CCCN1C(=O)CCC1=O)Nc1ccccc1F	-1	0.5	-5	94	-1	-0.1	-10	-2	0	0
O=C1CS/C(=N/N=C2C3CC4CC(C3)CC2C4)N1	-4	-0.1	1	104	-5	-2.1	-3	1	-3	-5
N#CCOc1ccccc1P(=O)(c1ccccc1)c1ccccc1	1	-0.5	13	97	-1	0.6	-6	-3	-1	-4
CCOC(=O)c1cc(-c2ccco2)nn1-c1ccc(C)cc1	5	.	8	98	-5	-0.7	-8	-1	-2	-2
COC(=O)CN1C(c2cccc(Cl)c2)=Nc2ccc(Cl)cc2C1c1ccccc1 (stereo not given)	-2	-3.6	.	104	3	0.3	-1	-2	-9	-2
CC1CCN(c2ccc(S(=O)(=O)N3CCC(C)CC3)cc2N)CC1	1	0.1	-13	108	-1	1.2	2	1	-6	.
Cc1nc([N+](=O)[O-])cn1CC(O)c1ccc(-c2ccccc2)cc1 (stereo not given)	0	-0.5	0	102	-4	-0.2	.	2	.	.
O=C1COc2ccc(C(=O)COC(=O)c3c(F)cccc3Cl)cc2N1	1	-0.5	-2	.	-2	0.6	-6	-3	-1	-5
CCc1nnc(NC(=O)CSc2nnc(Cc3ccc(OC)cc3)o2)s1	0	-3.2	-2	104	0	0.9	-13	-3	-1	-3
O=C(O)CCNS(=O)(=O)c1ccc(Oc2ccccc2Cl)cc1	-4	0.1	21	100	-1	0.6	9	-3	0	.
O=C(C=Cc1ccco1)c1ccc([N+](=O)[O-])cc1	3	-1.2	-1	.	0	-1.1	1	2	2	0
NC(=O)C1CCN(C(=O)c2ccc3nc(N4CCCCC4)sc3c2)CC1	-3	-3.0	-7	93	3	-0.9	-10	-1	-4	7

Single records, as listed above. Screens in order: NSD2 HMT inh, CAL PDZ FP-1, Arrestin-AP2 inh, Pemphigus Ab inh, Keap1-Nrf2 PPI, C-LANA FP, RTF Ca sens inh, V-ATPase pH, DAGLB inh, CAL PDZ FP-2
CCc1nnc(NC(=O)CSc2nnc(Cc3ccc(OC)cc3)o2)s1 reads 0, -3.2, -2, 104, 0, 0.9, -13, -3, -1, -3
O=C(O)CCNS(=O)(=O)c1ccc(Oc2ccccc2Cl)cc1 reads -4, 0.1, 21, 100, -1, 0.6, 9, -3, 0, .
